# Screening results from PubChem.
# HEK293 NOD2/NF-kB: NOD2 signaling inhibitors, cell-based, luminescence, uHTS, HEK293 (AID 1566). one-dose inhibition, % at 4 µM; EC50 in µM for titrated hits. actives 0.63% (n = 290,000). HEK293 NOD2/NF-kB luciferase reporter, luminescence; higher % means a stronger effect; also: many of its hits are not listed in these tables
# human PMI inhibition: inhibitors of human PMI, primary screen, biochemical, fluorescence intensity, coupled assay (AID 1209). actives 0.42% (n = 190,000). purified PMI enzyme, coupled fluorescence intensity; higher % means a stronger effect. inhibition, % at 20 µM; hits with a dose series show IC50 in µM;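 also: plate controls were DMSO vehicle for no effect and wells lacking substrate for full effect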
# LYP phosphatase: PTPN22 lymphoid phosphatase activity blockers – biochemical, fluorescence intensity, uHTS (AID 1779); recombinant LYP phosphatase, fluorescence intensity; higher % means a stronger effect; inhibition, % at 11.5 µM; hits with a dose series show IC50 in µM; actives 0.054% (n = 290,000);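 also: plate controls were vehicle with enzyme for no effect and no enzyme for full effect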
# human PMI inhibitors: human PMI inhibitors, high substrate, primary screen, biochemical, fluorescence intensity, high mannose 6-phosphate (AID 1220); recombinant PMI enzyme, coupled fluorescence intensity; higher % means a stronger effect; one-dose inhibition, % at 20 µM; IC50 in µM for titrated hits; actives 0.66% (n = 190,000)
# XIAP antagonists: small molecules displacing peptide from XIAP – biochemical, IAP family, fluorescence polarization (AID 1018); actives 0.007% (n = 200,000); XIAP BIR domain, fluorescence polarization peptide displacement; higher % means a stronger effect; displacement, % at 20 µM, or IC50 in µM where a hit was titrated; in the data active = displacement above about 50%; also: a part of the inactive calls stands beside numbers as strong as those of hits
# KOR beta-arrestin-1: KOR agonists, beta-arrestin recruitment, primary screen, cell-based, luminescence, uHTS (AID 1777). KOR beta-arrestin recruitment, luminescence; higher % means a stronger effect. activation, % at 10 µM, or EC50 in µM where a hit was titrated. actives 0.02% (n = 280,000); in the data active = activation above about 50%, passing the limit was not always enough; also: a part of the inactive calls stands beside numbers as strong as those of hits
# NOD1 inhibition: inhibition of NOD1-driven NF-kB reporter – cell-based, luminescence, uHTS, primary screen (AID 1578). NOD1-driven NF-kB luciferase reporter cells, luminescence; higher % means a stronger effect. actives 1% (n = 290,000). inhibition, % at 4 µM, or EC50 in µM where a hit was titrated; in the data active = inhibition mostly above about 36%, no sharp cut-off; inactive = mostly below about 34%;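 also: HEK-293T reporter cells stimulated with the NOD1 agonist gamma-tri-DAP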
# KOR beta-arrestin-2: KOR antagonists, beta-arrestin recruitment, cell-based, luminescence, uHTS (AID 1778); actives 0.091% (n = 290,000); inhibition, % at 10 µM, or IC50 in µM where a hit was titrated; KOR beta-arrestin recruitment, luminescence, antagonist mode; higher % means a stronger effect; also: strong numbers were not always called active
# TNAP activators: human TNAP enzyme activators, primary screen, biochemical, luminescent, no phosphate acceptor, uHTS (AID 1001); purified TNAP, luminescent activation assay, no phosphate acceptor; higher activation fold means a stronger effect; activation fold at 20 µM, or EC50 in µM where a hit was titrated; actives 0.03% (n = 200,000); in the data active = activation fold from about 3, or a potency from the dose series; inactive = the rest, 99 in 100 with activation fold below about 1.6; also: many of its hits are not listed in these tables
# Numbers without * were called inactive; / = not tested or not shown; [ ] = another dose, or the depositor's remark. Rule as the data show it, unless noted: active = inhibition above about 50%; inactive = the rest. This is a subset (hit frequency here may not be typical).
HEK293 NOD2/NF-kB,human PMI inhibition,LYP phosphatase,human PMI inhibitors,XIAP antagonists,KOR beta-arrestin-1,NOD1 inhibition,KOR beta-arrestin-2,mol,TNAP activators
-3%,12%,-1%,20%,-2.3%,0.6%,-6%,5%,O=C(NCc1ccc2[nH]c3c(c2c1)CCCC3)c1ccc(S(=O)(=O)N2CCCCC2)cc1,1
-4%,3%,1%,-5%,-2.2%,0.6%,-14%,10%,COc1cccc(C(=O)NN2C(=O)C3C4C=CC(O4)C3C2=O)c1 (stereo not given),1
-6%,10%,1%,6%,-4.2%,-3.3%,-32%,2%,CCCN(CCC)C(=O)C[n+]1cccc(/C=N/O)c1,1.1
-2%,8%,1%,10%,-1.3%,-2.5%,-19%,-40%,CC(Cc1cccs1)NC(=S)Nc1ccccc1 (stereo not given),1.1
-1%,2%,4%,-1%,-7.9%,-5.5%,-40%,26%,COc1ccc(/C(C)=N/NC(=S)Nc2cc(C)ccc2C)cc1,1.3
18%,/,-5%,/,/,-5.4%,4%,28%,COc1ccc(-c2cc(=O)oc3c(O)c(O)ccc23)cc1,/
-1%,-4%,-11%,-5%,-5.6%,1.1%,-5%,6%,O=C1NC(c2ccncc2)Nc2ccccc21 (stereo not given),1
18%,/,-4%,/,/,0.3%,11%,-43%[20 µM],Nc1cc(=O)[nH]c(SCCSc2ccccc2)n1,/
14%,/,-2%,/,/,-3.1%,-17%,27%,CCc1c(C)sc(NC(=S)N2CCN(C(=O)C3CCCO3)CC2)c1C(=O)OC (stereo not given),/
8%,-10%,-5%,5%,-4.1%,-2.5%,-16%,1%,CCn1c(SCC(=O)OC2CCCCC2)nnc1-c1ccncc1,1.1
25%,0%,-3%,3%,-1.5%,-3.9%,13%,-41%,O=C(/C=C/c1ccc2c(c1)OCO2)Nc1nc(-c2ccc(F)cc2F)cs1,1.2
-5%,0%,-7%,0%,-5.4%,3.2%,-14%,9%,COC(=O)c1sc2nc3c(cc2c1N)C(=O)CC(C)(C)C3,1
-6%,16%,-3%,0%,-2.6%,-0.5%,-15%,-28%,COc1ccc(S(=O)(=O)N2CCCCC2)cc1NC(=O)c1ccc2ccccc2n1,1.1
-3%,/,-2%,/,/,-5.4%,-36%,16%,COc1ccc(NC(=O)c2c(-c3c(Cl)cccc3Cl)noc2C)cn1,/
5%,-6%,1%,-5%,-1.4%,1.3%,-33%,-26%,Cc1nc2ccccn2c1C(=O)NN=C1CCCC1,1.2
-20%,7%,-1%,3%,-7.3%,-3.6%,-51%,6%,O=C(NCCc1ccc(Cl)cc1)c1n[nH]c2ccccc12,1.5
16%,-10%,-5%,-2%,-5.5%,3.9%,23%,-43%,CCn1c(SCc2ccccc2)nnc1-c1ccc(S(=O)(=O)N2CCCCC2)cc1,0.9
18%,0%,-3%,6%,-2.8%,5.4%,6%,2%,O=C(Cn1cccc1C(=O)c1ccccc1)NCCN1CCCCCC1,1.1
22%,5%,8%,3%,-6.4%,-1.4%,96%*,-17%,CN(C)/C=C(\C=N\OCc1ccc(Cl)cc1Cl)C(=O)Nc1ccc(Cl)c(Cl)c1,1
4%,10%,-1%,12%,-1.5%,-3.7%,-8%,-2%,O=C(NCCO)/C(=C/c1ccc(Br)cc1)NC(=O)c1cccs1,1.1
24%,2%,-3%,6%,1.0%,-2.5%,-31%,-22%,COc1ccc(-n2nc([N+](=O)[O-])c(=NC3CCN(Cc4ccccc4)CC3)n2O)cc1,1
32%,8%,5%,2%,0.7%,16%,32%,-20%,Cc1ccc2nc(N/N=C\c3ccc([N+](=O)[O-])o3)nc(-c3ccccc3)c2c1,0.9
-5%,9%,-34%,7%,-3.5%,-3.0%,-30%,21%,Cc1cc(=O)oc2c(CN(C)Cc3ccccc3)c(O)ccc12,1.1
-20%,/,-15%,/,/,7.4%,22%,-48%,COc1ccccc1C(=O)NC1CCN(C(=O)Nc2ccc(F)cc2)CC1,/
-84%,-1%,-3%,-2%,-6.6%,-0.2%,48%*,-11%,CCOC(=O)C(=Cc1ccccc1OC)C(=O)OCC,1.1
17%,/,-12%,/,/,1.2%,18%,-9%[20 µM],Brc1ccccc1Cn1cnc2ccccc21,/
11%,9%,-2%,6%,-2.5%,-2.4%,-29%,-10%,Cc1cc(SC(C)C(=O)NCC(=O)Nc2ccc(F)c(F)c2F)nc2ccccc12 (stereo not given),1.1
10%,6%,-9%,5%,0.7%,-2.9%,-16%,19%,O=C1CCCN1CCC1CCN(C2CC(=O)N(Cc3ccc(N4CCCC4=O)cc3)C2=O)CC1 (stereo not given),1.1
1%,/,-2%,/,/,2.9%,-16%,-24%,COc1ccc(N2CCN(C(C)C(=O)N(C)Cc3ccccc3)CC2)cc1 (stereo not given),/
17%,/,-8%,/,/,-0.1%,-9%,-28%,O=S(=O)(c1ccccc1)N1CCN(c2ncnc3scc(-c4ccccc4)c23)CC1,/
10%,-5%,0%,5%,-3.6%,-3.6%,-26%,13%,N#Cc1c2c(c[nH]c1=O)CCN2Cc1ccccc1,1
20%,/,-5%,/,/,2.4%,-1%,22%,Cc1c(C(=O)Nc2ccc(F)cc2)cn2c(nc3ccccc32)c1C#N,/
10%,/,-6%,/,/,-0.4%,-10%,-2%,CCOC(=O)c1sc(S(C)(=O)=O)c2c1CC(C)(C)C/C2=N/O,/
0%,-6%,1%,-6%,-10%,2.3%,-20%,26%,COc1ccc(CNS(=O)(=O)c2ccc(F)c(C(=O)Nc3ccc(OC)cc3)c2)cc1,1.1
-17%,16%,2%,11%,-3.6%,4.3%,4%,0%,Cc1ccc(C(=O)NC(=S)Nc2ccccc2C(F)(F)F)c(C)c1,1
-1%,-2%,0%,6%,1.9%,/,-22%,-16%,OCCNc1ncnc2c1ncn2Cc1ccccc1,1.1
12%,10%,-12%,-3%,-7.3%,-2.7%,36%,3%,Brc1ccc(C=Nc2ccc(Nc3ccccc3)cc2)s1,1
-3%,0%,-1%,-11%,-9.5%,3.6%,24%,19%,O=C(NNC1=NCCC1)c1cccc(Br)c1,1
11%,-2%,-12%,-5%,-4.7%,-6.2%,-27%,-6%,CSc1nc2c(c(=O)[nH]1)C(c1ccccc1)C1=C(CC(C)(C)CC1=O)N2 (stereo not given),1
8%,9%,0%,4%,-3.2%,-1.5%,-17%,-27%,COC(=O)Cc1cc(OC)c(OC)cc1Cc1cc(OC)c(OC)cc1CC(=O)OC,1.1
-2%,/,-4%,/,/,13%,-23%,0%,Cc1ccccc1-n1ncc(C(C)NS(=O)(=O)c2sccc2C)c1C (stereo not given),/
8%,0%,-4%,-2%,-3.3%,1.2%,-8%,-20%,Cc1cc(C)c(NC(=O)CCCN2CCN(C)CC2)c(C)c1,1.1
11%,/,1%,/,/,4.9%,-18%,18%,COc1ccc(NS(=O)(=O)c2ccc(O)c(NC(=O)c3ccc(S(=O)(=O)N4CCCC4)cc3)c2)cc1,/
-27%,4%,-5%,-2%,-1.5%,2.9%,23%,-40%,Cc1nc(-c2ccccc2)sc1C(=O)/C=C/c1ccc(Cl)cc1,1
2%,5%,-5%,1%,-0.8%,3.4%,-10%,5%,O=C(O)CC(C(=O)NCc1ccccc1)C1CCCO1 (stereo not given),1.1
-10%,/,-8%,/,/,/,0%,11%,COc1ccc(NC(=O)c2c(C)noc2-c2snnc2C)cc1,/
14%,-9%,-11%,4%,6.2%,-3.6%,-12%,-8%,COC(=O)c1cc(NC(=O)CCc2c(C)nc3ncnn3c2C)cc(C(=O)OC)c1,1
13%,/,-8%,/,/,-1.4%,-8%,7%,Cc1cc(NC(=O)CCC(=O)N(c2ccc(F)cc2)C(C(=O)NC2CCCC2)c2ccccc2)no1 (stereo not given),/
4%,-29%,0%,-54%,-8.4%,-1.7%,-32%,-6%,CCOC(=O)CCCCC(=O)c1[nH]c(=O)[nH]c1CSc1nnc2c3cc(Br)ccc3n(C)c2n1,1.1
10%,/,-6%,/,/,-1.2%,-23%,22%,COC(=O)c1ccccc1NC(=O)NN1CCN(C)CC1,/
20%,/,-6%,/,/,0.2%,4%,4%,O=C(NCc1ccc2c(c1)OCO2)c1cc(-c2ccncc2)nc2ccccc12,/
-44%,14%,3%,11%,2.6%,-0.9%,-3%,23%,COCCNC(=S)NC(=O)c1ccc(C(C)(C)C)cc1,1.1
-2%,/,-4%,44%,-6.4%,6.7%,-28%,-58%,ClC(Cl)(c1nnnn1-c1ccccc1)c1nnnn1-c1ccccc1,1.1
8%,/,-8%,/,/,-0.3%,6%,2%,O=C(Nc1nc2ccccc2s1)c1ccc([N+](=O)[O-])o1,/
10%,-2%,-12%,-4%,-1.2%,6.1%,21%,7%,CC(=O)c1c(C)n(-c2ccccc2)c2ccc(OCC(O)CN3CCOCC3)cc12 (stereo not given),1.1
16%,/,-13%,/,/,-1.7%,10%,20%,CCOC(=O)C1=C(CS(=O)(=O)c2ccc(C)cc2)NC(=O)NC1c1ccc(O)c(OC)c1 (stereo not given),/
-2%,/,-3%,/,/,-4.4%,-27%,33%,O=S(=O)(c1ccc(Br)s1)N1CCC2(CC1)OCCO2,/
4%,/,-5%,/,-2.3%,/,-34%,-20%[20 µM],CC(NC(=O)CCc1nnc(-c2ccc(-c3ccccc3)cc2)o1)c1nccs1 (stereo not given),1.1
-10%,/,-11%,/,/,-2.6%,3%,-22%,CCOc1ccccc1C(=O)NCC(=O)NCCc1ccc(S(N)(=O)=O)cc1,/
8%,/,-5%,/,/,0.9%,5%,25%,CN1CCN(C2=NCCO2)CC1,/

# Quoted at random: 2 records from the list
HEK293 NOD2/NF-kB,human PMI inhibition,LYP phosphatase,human PMI inhibitors,XIAP antagonists,KOR beta-arrestin-1,NOD1 inhibition,KOR beta-arrestin-2,mol,TNAP activators
10%,/,-6%,/,/,-0.4%,-10%,-2%,CCOC(=O)c1sc(S(C)(=O)=O)c2c1CC(C)(C)C/C2=N/O,/
-1%,-2%,0%,6%,1.9%,/,-22%,-16%,OCCNc1ncnc2c1ncn2Cc1ccccc1,1.1

# Next compounds.
HEK293 NOD2/NF-kB,human PMI inhibition,LYP phosphatase,human PMI inhibitors,XIAP antagonists,KOR beta-arrestin-1,NOD1 inhibition,KOR beta-arrestin-2,mol,TNAP activators
-8%,/,-6%,/,/,-0.7%,-12%,-21%,CCN(CC)C(=O)Cn1cnc2sc(C)c(S(=O)(=O)N3CCC(C)CC3)c2c1=O,/
-19%,/,-1%,/,-0.4%,/,-21%,-30%[20 µM],O=S(=O)(NCCCN1CCOCC1)c1ccc2ccccc2c1,1.1
18%,/,-3%,/,-8.8%,/,11%,-1%[20 µM],Cc1ccc(C2C(C#N)=C(N)Oc3cc(C)oc(=O)c32)o1 (stereo not given),1
3%,8%,-2%,1%,-11%,-1.7%,3%,-12%,CCCCN1C(=O)c2ccc(C(=O)Nc3ccc(C)c(S(=O)(=O)N(C)C)c3)cc2C1=O,1
5%,11%,1%,11%,-1.8%,-4.1%,-6%,-16%,O=C(Nc1ccc2c(c1)OCCO2)C1CCCN(S(=O)(=O)c2cccc3nsnc23)C1 (stereo not given),1.1

# A second format for some results above.
> COc1ccc(N2CCN(C(C)C(=O)N(C)Cc3ccccc3)CC2)cc1 (stereo not given)
  HEK293 NOD2/NF-kB = 1% | human PMI inhibition = / | LYP phosphatase = -2% | human PMI inhibitors = / | XIAP antagonists = / | KOR beta-arrestin-1 = 2.9% | NOD1 inhibition = -16% | KOR beta-arrestin-2 = -24% | TNAP activators = /

> O=S(=O)(c1ccccc1)N1CCN(c2ncnc3scc(-c4ccccc4)c23)CC1
  HEK293 NOD2/NF-kB = 17% | human PMI inhibition = / | LYP phosphatase = -8% | human PMI inhibitors = / | XIAP antagonists = / | KOR beta-arrestin-1 = -0.1% | NOD1 inhibition = -9% | KOR beta-arrestin-2 = -28% | TNAP activators = /
